Compound activity as filed in PubChem.
All columns: NCI-60 one-dose screen, growth in % after 48 h at 10 µM unless noted; 100 = growth as untreated, 0 = no growth, -100 = all killed.
CAKI-1: CAKI-1 renal cancer; 75,000 compounds, 4.7% hits
UO-31: UO-31 renal cancer. 81,000 compounds, 5.2% hits
SN12C: SN12C renal cancer cells; 81,000 compounds, 3.8% hits
U251: U251 CNS tumor cells. AID 1794753. 80,000 compounds, 5.4% hits
786-0: 786-0 renal cancer cells; 81,000 compounds, 5.1% hits
TK-10: TK-10 renal cancer cells | 81,000 compounds, 3.9% hits
SF-295: SF-295 CNS cancer cells; AID 1794758; 79,000 compounds, 5.6% hits
SF-268: SF-268 CNS cancer cells. 82,000 compounds, 3.1% hits
An asterisk follows results filed as active; . = no result given; & = joins results of further samples; ! = not confirmed by another sample; [ ] = remark or other dose. Rule for the calls: active = growth percent below 10; inactive = the rest.

Values run as follows: CAKI-1 | SF-268 | TK-10 | UO-31 | SF-295 | 786-0 | U251 | SN12C
1	FC(F)(F)c1cc(Br)cc(-c2cc(-c3ccc4c(c3)OCCO4)[nH]n2)c1
    33 | 42 | 121 | 51 | 12 | 28 | 23 | 45
2	COc1cc2nc(-c3ccc(C(F)(F)F)cc3)cc(OCCN3CCOCC3)c2cc1OC
    59 | 84 | 99 | 62 | 99 | 87 | 89 | 85
3	CC(=O)Nc1c(C)cccc1C
    106 | 99 | 111 | 89 | 101 | 109 | 102 | 98
4	CC(C)OC(=O)Nc1ccccc1Cl
    100 | 97 | 82 | 87 | 101 | 92 | 97 | 103
5	[C-]#[N+][C@]12C(=O)[C@H](CCC1(C)C)C(C)(C)[C@H]1C(=O)N(C)c3cccc2c31
    87 | 100 | 99 | 67 | 52 | 103 | 95 | 94
6	COc1ccc(C(=O)NC(=O)Nc2ccc3c(c2)NC(=O)/C3=C\c2[nH]c(C)c(C(=O)O)c2C)c(F)c1
    . | 65 | . | 88 | 33 | 35 | 32 | 58
7	O=C(O)CN1C(=O)/C(=C\c2ccc(-c3ccc(Cl)cc3)o2)SC1=S
    96 | 97 | 108 | 84 | 97 | 103 | 96 | 99
8	Nc1n[nH]c(C(=O)O)n1
    93&107 | 104&107 | 116&99 | 89&90 | 115&104 | 104&103 | 109&102 | 101&104
9	CC12CC[C@@H]3[C@]4(C)COC(c5cn(-c6ccccc6)nc5-c5cccc([N+](=O)[O-])c5)O[C@@H]4CC[C@@]3(C)[C@@H]1CC(C1=CCOC1=O)O2 (stereo not given in full)
    86 | 101 | 95 | 87 | 89 | 93 | 101 | 80
10	CCCCn1c(=O)c(/C=C/C(=O)/C=C(/C=C/c2cc3ccccc3n(CCCC)c2=O)OB(F)F)cc2ccccc21
    92 | 106 | 99 | 79 | 95 | 97 | 94 | 91
11	Clc1cccc(Nc2ncnc3ccc(-c4cncc(-c5nn[nH]n5)c4)cc23)c1
    96 | 99 | 82 | 87 | 94 | 97 | 94 | 110
12	NS(=O)(=O)c1ccc(NC(=S)Nc2ccc(S(=O)(=O)Nc3nccs3)cc2)cc1
    81 | 108 | 109 | 89 | 55 | 105 | . | 95
13	Cc1cc2cc3c(=O)[nH]c(=O)cc-3n(CC(O)C(O)C(O)CO)c2cc1C (stereo not given)
    88 | 108 | 125 | 99 | 98 | 103 | 104 | 113
14	CCCc1c(NCCO[C@H]2Cc3cc4ccc(=O)oc4cc3OC2(C)C)c(C(N)=O)nn1C
    95 | 98 | . | 78 | 103 | 110 | 103 | 95
15	CC(=O)Nc1nc(C)c(C(=O)NNC(=S)Nc2ccc(F)cc2)s1
    124 | 108 | 153 | 76 | 78 | 76 | 100 | 96
16	COc1ccc(OCC(=O)Nc2ccc(-c3nc4ccccc4s3)c(Cl)c2)cc1
    88 | 97 | 107 | 77 | 96 | 86 | 97 | 88
17	CCOC(=O)C(C(=O)OCC)C(=O)C(C)C
    90 | 108 | 116 | 79 | . | 106 | 107 | 98
18	O=C(NCCN1CCOCC1)c1cccc(N2C(=O)/C(=C/c3cccc(F)c3)SC2=S)c1
    78 | 92 | 114 | 62 | 101 | 103 | . | 95
19	Cc1cccc(C)c1N=C(Cc1nc2c(=O)n(C)c(=O)n(C)c2[nH]c1=O)c1ccccc1
    85 | 88 | 124 | 90 | 94 | 105 | 93 | 97
20	COC(=O)[C@]12CCC(C)(C)C[C@H]1[C@H]1/C(=N/OCCc3nn[nH]n3)C[C@@H]3[C@@]4(C)CC[C@H](OC(C)=O)C(C)(C)[C@@H]4CC[C@@]3(C)[C@]1(C)CC2
    40 | 46 | 56 | 15 | 25 | 52 | 36 | 39
21	CN(C)CC/C=C1\c2ccccc2CN(C)c2ccccc21
    105 | 115 | 107 | 77 | 101 | 112 | 102 | 101
22	CCCn1nc(C(=O)N2CCCCC2)c2c1CCC(NCc1ccc(N3CCCCC3)cc1)C2 (stereo not given)
    89 | 95 | 95 | 81 | 109 | 97 | 89 | 114
23	O=c1[nH]nc(-c2ccccc2)c2sc3ncc(-c4ccc(Br)cc4)n3c12
    56 | 51 | 109 | 73 | 49 | 53 | 39 | 46
24	C(=C\c1cn(-c2ccccc2)nc1-c1ccccc1)/c1nnc(-c2c[nH]c3ccccc23)o1
    . | 41 | 23 | 73 | 30 | 41 | 21 | 28
25	COc1ccc(-c2nnc(-c3c(-c4ccc(OC)cc4)nc4ncccn34)o2)cc1
    100 | . | 113 | 89 | 102 | 103 | 108 | 105
26	COc1ccc(C(=O)c2cc(C)c(OC)c(C)c2)cc1OC(=O)CCl
    . | 28 | 63 | 46 | 12 | 16 | 6.7* | 31
27	Clc1ccc2c(NC3CCC(NC4CCCCC4)CC3)ccnc2c1 (stereo not given)
    48 | 85 | 49 | 56 | 60 | 60 | 36 | 74
28	CCN(CC)CC(c1ccccc1)C(O)(c1ccccc1)c1ccccc1 (stereo not given)
    97 | 115 | 121 | 50 | 118 | 91 | 107 | 99
29	COc1ccc(-c2nn([C@H]3CC(=O)[C@@H]4OC[C@H]3O4)c(=S)n2C)cc1
    90 | 97 | 87 | 88 | 95 | 97 | 102 | 100
30	COc1cc(/C=C/C(=O)c2ccc(NC(=O)CSc3nnc(-c4ccc(-c5nc6ccc(C)cc6[nH]5)cc4)o3)cc2)cc(OC)c1OC
    101 | 104 | 111 | 89 | 105 | 105 | 101 | 98

Single records, from the list above:
Profile of CCN(CC)CC(c1ccccc1)C(O)(c1ccccc1)c1ccccc1 (stereo not given) → CAKI-1 = 97; SF-268 = 115; TK-10 = 121; UO-31 = 50; SF-295 = 118; 786-0 = 91; U251 = 107; SN12C = 99
Profile of COc1cc(/C=C/C(=O)c2ccc(NC(=O)CSc3nnc(-c4ccc(-c5nc6ccc(C)cc6[nH]5)cc4)o3)cc2)cc(OC)c1OC → CAKI-1 = 101; SF-268 = 104; TK-10 = 111; UO-31 = 89; SF-295 = 105; 786-0 = 105; U251 = 101; SN12C = 98
Profile of COc1ccc(-c2nn([C@H]3CC(=O)[C@@H]4OC[C@H]3O4)c(=S)n2C)cc1 → CAKI-1 = 90; SF-268 = 97; TK-10 = 87; UO-31 = 88; SF-295 = 95; 786-0 = 97; U251 = 102; SN12C = 100

(cont.)
Values run as follows: CAKI-1 | SF-268 | TK-10 | UO-31 | SF-295 | 786-0 | U251 | SN12C
31	CCCCOc1ccc(OCCN2CCN(C(=O)OCC)CC2)cc1
    78 | 96 | 98 | 72 | 91 | 96 | 86 | 93
32	NC(=O)C(=O)Cc1nc2ccccc2s1
    99 | 99 | 108 | 78 | 107 | 120 | 91 | 98
33	CC(=O)OC1=C(C)CC(C)(C)CC1=O
    . | 103 | 89 | 92 | 100 | 102 | 100 | 103
34	O=C(NC(CSSCC(NC(=O)OCc1ccccc1)C(=O)O)C(=O)O)OCc1ccccc1 (stereo not given)
    99&72 | 107&92 | 59 | 98&68 | 103&90 | 91&91 | 98&84 | 105&83
35	COC(=O)/C=C1/SC(=Nc2ccc(C)cc2)N(CCc2c[nH]c3ccc(O)cc23)C1=O
    70 | 56 | 95 | 47 | 77 | 57 | 35 | 45
36	O=S(=O)(Nc1ccc(-c2ccccc2)cc1)c1ccccc1
    81 | 103 | 106 | 87 | 105 | 92 | 87 | 90
37	O=C(Nc1cc(Cl)cc(Cl)c1)Oc1c(Cl)c(Cl)c(Cl)c(Cl)c1Cl
    68 | 77 | 113 | 58 | 60 | 81 | 63 | 71
38	O=c1nc2c(-c3nc4ccccc4s3)n[nH]n2c2ccsc12
    . | 72 | . | 74 | 76 | 79 | 81 | 76
39	CCN(CC)CCCOCCCNc1cc(OC)cc2cccnc12
    103 | 97 | 137 | 96 | 101 | 104 | 92 | 88
40	Clc1ccc(SCN(c2ccccc2)c2ccccc2)cc1
    . | 95 | 91 | 66 | . | 96 | 82 | 88
41	O=C(NCC(O)CNC(=O)Nc1ccc(C2=NCC(O)CN2)cc1)Nc1ccc(C2=NCC(O)CN2)cc1 (stereo not given)
    94 | 102 | 108 | 89 | 99 | 100 | 96 | 102
42	C[C@@H](C[C@H](CCOCc1cccnc1)c1ccccc1)c1csc2ccccc12
    67 | 88 | 92 | 88 | 95 | 90 | 91 | 94
43	COc1ccc2cc([C@H](C)C(=O)Oc3cc(C)ccc3C(C)C)ccc2c1
    93 | 96 | 108 | 83 | 98 | 101 | 98 | 99
44	Cc1cc(C)n(C(=O)c2sc(=S)n(-c3ccccc3)c2NN=C(C#N)C#N)n1
    92 | 100 | 135 | 82 | 107 | 109 | 101 | 100
45	Nc1c(C(=O)Nc2ccccc2)sc2nc3c(cc12)CNCC3
    . | 91 | 118 | 77 | 90 | 98 | 105 | 94
46	CCOC(=O)/C=C/CSC(=S)OCC
    95 | 98 | 103 | 98 | 96 | 100 | 103 | 94
47	C=C1C(=O)O[C@H]2[C@H]1CC/C(CNC(=O)c1cccc3ccccc13)=C\CC[C@@]1(C)O[C@@H]21
    40 | 63 | 35 | 38 | 86 | 32 | 59 | 25
48	COc1cc2ccccc2cc1N=C=O
    . | 101 | 115 | 74 | 103 | 102 | 96 | 99
49	CCOC(=O)C1=C(N)N(c2ccccc2)C2=C(C(=O)CC(C)(C)C2)C1c1cccc(Cl)c1Cl (stereo not given)
    47 | 66 | 95 | 75 | 54 | 68 | 55 | 63
50	C#CCOc1ccc(/C=N/Nc2nc(-c3ccc(Cl)cc3)cs2)cc1OC
    53 | 74 | 131 | 52 | 77 | 69 | 65 | 68
51	Cc1nc(N)sc1C(=O)/C=C/c1ccc(F)cc1
    101 | 91 | 105 | 91 | 101 | 88 | 83 | 90
52	COC1OC(=O)c2ccccc21 (stereo not given)
    98 | 102 | 102 | 96 | 100 | 95 | 94 | 94
53	CCOC(=O)Nc1ccccc1NC(=O)c1ccc(NC(=O)c2ccc3c(c2)ncn3-c2ccccc2)cc1
    82 | 107 | 92 | 75 | 97 | 86 | 83 | 101
54	Cc1ccc2ccccc2c1CSc1ncnc2nc[nH]c12
    . | 92 | 99 | 79 | 98 | 91 | 93 | 97
55	CC(=O)O[C@H]1CC[C@]2(C)[C@H]3CC[C@@H]4[C@H]5[C@H](C)[C@]6(C)OC[C@]5(CC[C@@]4(C)[C@]3(C)CC[C@H]2C1(C)C)C[C@@H]6/C(C)=N\N
    89 | 98 | 102 | 85 | 104 | 99 | 96 | 97
56	O=C(O)c1ccccc1-c1ccccc1C(=O)NCCc1cc2ccccc2[nH]1
    87 | 104 | 116 | 106 | 109 | 113 | 105 | 97
57	Nc1ccc(S(=O)(=O)O)c(N)c1
    97 | 97 | 124 | 83 | 104 | 111 | 104 | 98
58	CCCCC(=O)N/N=C/c1c(O)ccc2ccccc12
    29 | 50 | 61 | 29 | 47 | 11 | 39 | 57
59	O=[N+]([O-])c1cccc(S(=O)(=O)Nc2ccccc2Cl)c1
    91 | 93 | 99 | 74 | 98 | 91 | 89 | 95
60	C=CCSSc1ncnc2c1ncn2C1OC(CO)C(O)C1O (stereo not given)
    -2.6* | 28 | 26 | 37 | 18 | 15 | 80 | 76
61	CCOC(=O)c1ncn(Cc2ccccc2)c1-n1cccc1
    . | 104 | 141 | 90 | 128 | 98 | 105 | 113
62	Cc1cc(C)nc(SC2=C(Nc3cccc(Cl)c3C)C(=O)N(Cc3ccccc3)C2=O)n1
    61[30 µM] | 72[30 µM] | 60[30 µM] | 15[30 µM] | -5.7*[30 µM] | 62[30 µM] | 49[30 µM] | 70[30 µM]
63	O=C(/C=C/c1ccc(Oc2ccc(Cl)cc2)cc1)c1ccc(Cl)cc1
    95 | 104 | 96 | 83 | 102 | 87 | 94 | 100
64	CC(=O)c1csc2ccccc12
    97 | 100 | 94 | 90 | 102 | 95 | 101 | 104
65	O=C(Nc1ccc(Br)cc1)c1cc(Br)ccc1O
    5.4*! | 9.1* | 1.4* | 0.2* | -17* | 2.6* | 10&15 | -10*
66	CN(C)c1ccc(Br)cc1
    99 | 101 | 100 | 90 | 110 | 109 | 118 | 101
67	CC[C@]12CN3CCc4c([nH]c5ccccc45)[C@@](C(=O)OC)(c4cc5c(cc4OC)N(C)[C@H]4[C@@](O)(C(=O)OC)[C@H](OC(C)=O)[C@]6(CC)C=CCN7CC[C@]54[C@@H]76)CC(C3)[C@H]1O2 (stereo not given in full)
    39 | 26 | 28 | 33 | -23* | 20 | 16 | 29
68	Cc1cc(=O)[nH]n1-c1c(N)cc(Cl)cc1Cl
    87 | 105 | 103 | 100 | 109 | 107 | 98 | 103
69	O=S(c1ccccc1)c1ccc2nnnn2n1 (stereo not given)
    . | 97 | 99 | 73 | 102 | 104 | 103 | 101
70	COc1ccc(C2=C(Nc3ccc(C(=O)Nc4ccc(Cl)cc4)cc3)C(=O)NC2=O)cc1
    70 | 79 | 89 | 58 | 84 | 85 | 78 | 84

Next part; it opens with the two that closed the last part.
Values run as follows: CAKI-1 | SF-268 | TK-10 | UO-31 | SF-295 | 786-0 | U251 | SN12C
69	O=S(c1ccccc1)c1ccc2nnnn2n1 (stereo not given)
    . | 97 | 99 | 73 | 102 | 104 | 103 | 101
70	COc1ccc(C2=C(Nc3ccc(C(=O)Nc4ccc(Cl)cc4)cc3)C(=O)NC2=O)cc1
    70 | 79 | 89 | 58 | 84 | 85 | 78 | 84
71	C=C[C@@H]1C[C@@H]2Cc3cc(Cl)ccc3N1O2
    89 | 106 | 101 | 101 | 100 | 102 | 90 | 95
72	CC(=O)c1ccc(NC(=O)COc2ccc(C3SCC(=O)N3c3ccc(C)cc3)cc2)cc1 (stereo not given)
    94 | 98 | 103 | 88 | 104 | 104 | 101 | 97
73	CCOC(=O)c1nc(Nc2ccc(NC(=O)Nc3ccccc3)cc2)c2ccccc2n1
    75 | 89 | 133 | 68 | 91 | 100 | 87 | 95
74	CCOC(=O)C1=CC2CCOC2O1 (stereo not given)
    87 | . | 98 | . | 94 | 98 | 103 | 93
